Assay outcomes as filed in PubChem BioAssay.
LGR2 antag = inhibitors of bursicon-induced Drosophila LGR2 receptor cAMP signaling; HEK293 LGR2, CRE-luciferase, bursicon-stimulated, 4 h; inhibition, % at 9.99 µM; actives 0.35% (n = 380,000);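 active = drop in luminescence signal, shown as inhibition above about 50% in the replicate tests, limit read from the data, passing the limit was not always enough; inconclusive = probably only some replicates passing the limit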;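 note: agonist challenge used bursicon conditioned medium at about half maximal strength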
EWS-Fli inh = EWS/Fli transcriptional activity inhibition; A673 NR0B1-luciferase reporter, viability-normalised; inhibition, % at 12.6 µM; actives 0.67% (n = 350,000); AID 651661;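 active = mean inhibition of at least 50% after viability correction, with every replicate also passing that limit; inconclusive = mean reaches 50% but only one of two replicates passes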;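 note: firefly luciferase signal divided by Alamar Blue viability fluorescence both relative to DMSO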
CASP6 VEID inh = inhibitors of human caspase-6 | P55212 | purified caspase-6, Z-VEID-R110 cleavage fluorescence | actives 0.53% (n = 350,000) | inhibition, % at 12.5 µM;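 active = mean inhibition across replicates at least about 35%, with every replicate also reaching that limit, limit read from the data; inconclusive = only one of the two criteria met; inactive = neither criterion met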;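 note: 0% = median of neutral control wells and 100% = no fluorescence left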
Target sequence (P55212 24-179 limits assumed): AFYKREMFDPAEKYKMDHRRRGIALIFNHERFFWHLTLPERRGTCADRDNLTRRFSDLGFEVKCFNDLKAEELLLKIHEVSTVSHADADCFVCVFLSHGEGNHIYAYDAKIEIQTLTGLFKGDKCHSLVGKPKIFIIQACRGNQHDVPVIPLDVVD
Target sequence (P55212 194-293 limits assumed): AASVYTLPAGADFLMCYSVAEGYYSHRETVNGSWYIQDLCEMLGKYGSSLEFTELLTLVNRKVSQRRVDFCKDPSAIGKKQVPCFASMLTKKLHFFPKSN
DENV2 CPE rescue = DENV2-induced cell death inhibition; actives 1.7% (n = 350,000); AID 651640; DENV2-infected cells, cytopathic effect rescue, plate reader; CPE inhibition, % at 9.99 µM; in the data active = CPE inhibition above about 20%, passing the limit was not always enough; inconclusive = no clear call, values can overlap the other calls; tested in BHK-21 cells;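 note: 0% = median of neutral control wells and 100% = median of positive control wells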
PAX8 reporter = inhibitors of PAX8 transcriptional activity in RMG-I cells | RMG-I TPO-luciferase reporter, SteadyGlo, 24 h | inhibition, % at 12.6 µM | actives 1.2% (n = 360,000);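 active = mean replicate inhibition at least 60% with every replicate also reaching 60%; inconclusive = only one of the two criteria is met; inactive = mean below 60% and not all replicates reaching 60%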;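 note: luciferase light reporting Pax8 driven TPO promoter activity; plate controls were median of neutral control wells for no effect and mitoxantrone controls for full effect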
SIRT5 block = blocks human SIRT5 desuccinylation of peptide; Purified SirT5, succinyl-peptide AMC, trypsin-coupled fluorescence; actives 1.1% (n = 330,000); Q9NXA8; inhibition, % at 15 µM; in the data active = inhibition above about 15%; inconclusive = no clear call, values can overlap the other calls
Target sequence (Q9NXA8 whole entry, looked up): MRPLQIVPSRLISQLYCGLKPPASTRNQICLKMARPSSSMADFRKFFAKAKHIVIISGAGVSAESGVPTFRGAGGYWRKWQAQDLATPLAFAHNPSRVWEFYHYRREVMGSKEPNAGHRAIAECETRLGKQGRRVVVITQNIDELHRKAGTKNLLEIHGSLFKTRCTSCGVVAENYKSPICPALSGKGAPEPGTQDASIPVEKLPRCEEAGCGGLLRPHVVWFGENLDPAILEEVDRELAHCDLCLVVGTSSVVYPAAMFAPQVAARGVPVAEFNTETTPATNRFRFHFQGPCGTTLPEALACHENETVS
ARNT-TACC3 inh = disrupts binding between human ARNT and TACC3; Q9Y6A5; AlphaScreen His-ARNT PAS-B/GST-TACC3 binding, luminescence; TACC3 fragment carries E629A point mutation; inhibition, % at 9.99 µM; actives 0.66% (n = 390,000);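 active = mean inhibition of replicates at least 50% and at least half of replicates each reaching 50%; inconclusive = half or more replicates reach 50% but mean below 50%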;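 note: 0% = complete ARNT plus TACC3 wells and 100% = ARNT alone without TACC3; many hits fall short of the cut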
* hit, by the source's call; ? = inconclusive; . = not tested or not shown; & = joins results of further samples.

Order of values – LGR2 antag	EWS-Fli inh	CASP6 VEID inh	DENV2 CPE rescue	PAX8 reporter	SIRT5 block	ARNT-TACC3 inh
Cc1c(CCC(=O)N2C[C@H]3C[C@@H](C2)c2cccc(=O)n2C3)c(=O)oc2c(C)c(O)ccc12
    5	-4	3	56*	.	-20	.
COc1ccc(-c2ccc3c(c2)CN(C(=O)NC2CCCCC2)Cc2cnnn2-3)cc1
    -17	-7	-1	24*	26	-1	.
COc1ccc(CN2CCN(C(=O)Cc3ccccc3)CC2)c(OC)c1
    -14	.	.	.	-14	.	-6
Brc1ccc(-[n+]2c(-c3ccccc3)cc(-c3ccccc3)cc2-c2ccccc2)cc1
    -1	49	4	-6	98*	.	18
COC(=O)C1=C(c2ccc(OC)c(OC)c2)C[C@@H]2CC[C@H]1N2C(=O)NCc1cc(C)oc1C(F)(F)F
    1	-8	3	-6	-8	2	-2
O=C1NC(=S)N(c2ccccc2)C(=O)C1C(c1ccncc1)C1C(=O)NC(=S)N(c2ccccc2)C1=O (stereo not given)
    21	-4	5	-1	2	-2	5
C/C(=N\N(C)c1ccccc1)c1c(O)[nH]c(=O)[nH]c1=O
    -8	0	-1	-9	-5	-2	1
CSc1ccc(CNC2CN3CCC2CC3)cc1 (stereo not given)
    -6	10	-9	2	.	29*	0
CCN(CC)c1ccc(C=C2C(=O)N(C)C(=S)N(C)C2=O)o1
    5	-81	3	1	78*	1	-4
O=C(O)[C@@H]1[C@@H](CO)[C@@H]2Cn3c(ccc(-c4cccnc4)c3=O)[C@H]1N2C(=O)Nc1cc(F)ccc1F
    5	-1	0	9	.	-44	1
C/C=C/c1ccc(C2[C@@H]3CN(C(=O)C4CC4)C[C@H]2N3)cc1 (stereo not given in full)
    21&-1	5&10	-2&-1	10&6	0&7	1&0	.
CC12CCC3C(CCC4CC(=O)C(C(O)C(F)(F)F)CC43C)C1CCC2O (stereo not given)
    -3	0	1	-11	-13	0	-3
COC(=O)[C@H]1[C@H](CO)[C@H]2Cn3c(ccc(C4=CCCC4)c3=O)[C@@H]1N2C(=O)C1CCCCC1
    -5	1	.	.	-11	.	.
COc1ccc(-n2c(-c3ccccc3Br)nc3ccccc3c2=O)cc1
    18	10	2	-8	14	35*	-3
COc1ccc(O)c(CN2CCCC(C(=O)c3sccc3C)C2)c1 (stereo not given)
    .	10	-2	2	13	-1	9
O=C(O)c1cccc2c1NC(C(=O)O)C1CC(Sc3ccccc3[N+](=O)[O-])C(Cl)C21 (stereo not given)
    23	.	.	.	5	.	36
COc1ccc(OCC(=O)N2CCCC(N3CCN(c4ccccc4C)CC3)C2)cc1 (stereo not given)
    7	9	2	-7	17	2	0
CC(C)OC(=O)C1C2c3ccccc3C(c3ccccc32)C1C(=O)O (stereo not given)
    .	-5	11	4	19	-2	15
CCc1ccc(NC2=NCCCS2)cc1
    -10	-26	-6	-1	-48	3	.
COC(=O)[C@H]1[C@H](CO)[C@H]2Cn3c(cccc3=O)[C@@H]1N2CCc1ccccc1
    28	9	-2	1	.	-4	-6
O=S(=O)(c1ccc(F)cc1)N1CCCCC1c1cccnc1 (stereo not given)
    11	0	-4	9	7	-6	-41
Nc1ncnc2c1ccn2[C@@H]1O[C@H](CO)[C@@H](O)[C@H]1O
    93*	56*	-2	-57	.	.	-1
N#Cc1c(/N=C/C2C(=O)NC(=S)NC2=O)sc2c1CCCC2
    9	10	25	-7	-2	7	10
CC(=O)O[C@@]12CO[C@@H]1C[C@H](OC1OCC(O)C(O)C1O)[C@@]1(C)C(=O)[C@H](O)C3=C(C)[C@@H](OC(=O)[C@H](O)[C@@H](NC(=O)c4ccccc4)c4ccccc4)C[C@@](O)([C@@H](OC(=O)c4ccccc4)C12)C3(C)C (stereo not given in full)
    13	55*	-1	-4	.	.	4
OCC[N+]12CCC(CC1)C(C(O)(c1ccccc1)c1ccccc1)C2 (stereo not given)
    3	0	-2	-3	-4	-2	1
Cc1ccc(-n2c(=S)[nH]c3ccc(C)cc3c2=O)cc1
    0	-4	.	-1	2	-2	.
O=c1[nH]c(=O)n(-c2ccccc2)c(O)c1/C=C/C=Nc1ccccc1
    -7	.	.	.	7	.	5
O=C(O)[C@@H]1[C@@H](CO)[C@@H]2Cn3c(ccc(-c4ccccc4)c3=O)[C@H]1N2C(=O)C1CCCCC1
    -1	2	2	0	-12	-39	-6
O=c1[nH]c(=S)n(-c2ccccc2F)c(O)c1C=Nc1ccc(N2CCOCC2)cc1
    21	6	0	4	2	-4	.
Cc1cc(/C=C2\C(=O)NC(=O)N(c3ccc(F)cc3)C2=O)c(C)n1-c1ccc(C(=O)O)cc1
    9	4	3	12	13	4	6
Cc1ccc(-n2c(O)c(/C=N/N3CCCCCC3)c(=O)[nH]c2=O)cc1C
    -23	3	0	0	11	3	.
C[N+]1(C)CCC(OC(=O)C(c2ccccc2)c2ccccc2)CC1
    6	-3	-2	-7	1	2	-4
CCCN(CCC)C1CCc2ccc(O)cc2C1 (stereo not given)
    -19	-14	-7	-7	9	-5	-3
O=C(Cc1ccncc1)N1CCCCN2[C@@H](CO)[C@H](c3ccc(C#CC4(O)CCCC4)cc3)[C@@H]2C1
    -1	.	1	-5	-7	1	-1
CCOP(=O)(OCC)C(NC(=O)c1ccccc1C)C(Cl)(Cl)Cl (stereo not given)
    -4	.	.	.	16	.	2
Cc1cccc(S(=O)(=O)N2[C@@H]3c4ccc(-c5cccc(F)c5)c(=O)n4C[C@H]2[C@H](CO)[C@H]3C(=O)O)c1
    7	-9	.	4	-9	-29	4
O=C1NC(=O)C(Nc2ccc(Cl)c(Cl)c2)C(=O)N1
    -3	2	3	0	2	-3	25*
CC=Cc1ccc2n(c1=O)C[C@H]1[C@H](CO)[C@@H](C(=O)OC)[C@@H]2N1C(=O)CC1CC1 (mixture of isomers)
    -6	-1	-2	.	-1	-10	-3
COC(=O)Cn1cc(C=C2C(=O)NC(=O)NC2=O)c2ccccc21
    2	16	5	-2	14	-2	6
CC(C)C[C@@H]1COc2cccc(N3CCN(C)CC3)c2S(=O)(=O)N1
    -16	-2	-15	-12	-5	-2	.
O=C(Nc1ccccc1)N1Cc2ccccc2-n2nncc2C1
    4	-8	-1	1	11	5	1
ClCCN(CCCl)c1ccc(C=NNc2ncccn2)cc1
    -41	-56	-2	-11	-18	11	18
COc1ccc(OCC#CCN2CCC(C)CC2)cc1
    7	-10	-2	-1	14	0	-15
Cn1cc(C(=O)OCC(=O)N2CCCCC2)c2ccccc21
    -8	-36	1	1	-38	0	.
O=C1NC(=O)N(c2ccccc2)C(=O)/C1=C/C=C/c1ccco1
    -9	60*	21	-2	-24	5	0
CCc1ccc2c(CN3CC=C(c4ccccc4)CC3)cc(=O)oc2c1
    -8	-7	-4	8	1	1	-3
Cc1c(C=O)c2ccccc2n1Cc1ccc(F)cc1
    16	8	2	0	20	-1	-7
O=C(Cc1ccccc1)NC(Cc1ccc(Cl)cc1)C(=O)O (stereo not given)
    -14	-7	-1	3	-7	0	-46
CCC1(CCC(C)C)C(=O)NC(=S)NC1=O
    11	-9	-1	6	-5	2	1
CC(C)N1OC2CC1c1nc3ccccc3n1C2 (stereo not given)
    -5	2	-1	-7	19	1	2
O=C(NCCN1CCC2(CC1)C(=O)NCN2c1ccccc1)c1ccc(OC(F)(F)F)cc1
    -2	0	2	8	10	-1	.
O=c1[nH]c(=O)n(C2CCCCC2)c(O)c1/C=N/N1CCCCC1c1cccnc1 (stereo not given)
    10	-4	-2	-7	7	-2	-3
C=CCOC(=O)c1ccccc1N
    -1	-9	-1	-10	.	.	.
CCc1nnc(NS(=O)(=O)c2ccc(N=Cc3c(O)n(-c4ccccc4)c(=O)[nH]c3=O)cc2)s1
    -10	10	3	-8	-9	-5	-5
CN1CC(C(=O)c2ccccc2)C(c2ccccc2)C1 (stereo not given)
    9	13	-7	?	6	-5	-9
C=CCN1CC[C@]23c4c5ccc(O)c4OC2C(=O)CC[C@@]3(O)C1C5 (stereo not given in full)
    5	0	0	7	0	-2	-1
CNC(=O)Oc1ccc(N(C)C)cc1C(C)C
    -13	-11	-2	12	9	-3	-15
Cc1cccc(C)c1OP(N)(=O)OCC(F)(F)F (stereo not given)
    17	.	.	.	10	.	-7
CCOC(=O)c1[nH]c2ccc(OC)cc2c1C(SCC(=O)O)c1ccc(C(F)(F)F)cc1 (stereo not given)
    13	5	-4	?	0	-5	-7
O=C1CNC[C@H]2[C@@H](c3ccc(Br)cc3)[C@H](CO)N12
    6	8	0	-4	-24	1	.

A run of entries of the results above, as a working copy:
Order of values – LGR2 antag	EWS-Fli inh	CASP6 VEID inh	DENV2 CPE rescue	PAX8 reporter	SIRT5 block	ARNT-TACC3 inh
Cc1c(CCC(=O)N2C[C@H]3C[C@@H](C2)c2cccc(=O)n2C3)c(=O)oc2c(C)c(O)ccc12
    5	-4	3	56*	.	-20	.
COc1ccc(-c2ccc3c(c2)CN(C(=O)NC2CCCCC2)Cc2cnnn2-3)cc1
    -17	-7	-1	24*	26	-1	.

Exported bar-delimited: 6 of the compounds above
Compound | LGR2 antag | EWS-Fli inh | CASP6 VEID inh | DENV2 CPE rescue | PAX8 reporter | SIRT5 block | ARNT-TACC3 inh
COC(=O)Cn1cc(C=C2C(=O)NC(=O)NC2=O)c2ccccc21 | 2 | 16 | 5 | -2 | 14 | -2 | 6
CCOP(=O)(OCC)C(NC(=O)c1ccccc1C)C(Cl)(Cl)Cl (stereo not given) | -4 | . | . | . | 16 | . | 2
O=C1CNC[C@H]2[C@@H](c3ccc(Br)cc3)[C@H](CO)N12 | 6 | 8 | 0 | -4 | -24 | 1 | .
Cc1c(C=O)c2ccccc2n1Cc1ccc(F)cc1 | 16 | 8 | 2 | 0 | 20 | -1 | -7
C[N+]1(C)CCC(OC(=O)C(c2ccccc2)c2ccccc2)CC1 | 6 | -3 | -2 | -7 | 1 | 2 | -4
O=C(Cc1ccccc1)NC(Cc1ccc(Cl)cc1)C(=O)O (stereo not given) | -14 | -7 | -1 | 3 | -7 | 0 | -46

Next entries.
Order of values – LGR2 antag	EWS-Fli inh	CASP6 VEID inh	DENV2 CPE rescue	PAX8 reporter	SIRT5 block	ARNT-TACC3 inh
CCOC(=O)C1(CCOc2ccccc2)CCN(C(C)CSC)CC1 (stereo not given)
    9	6	-3	-7	31	-3	8
CC1CCN(CC#CCOc2ccc(Cl)cc2)CC1
    -15	-15	-1	2	-18	-6	-1
Clc1cc(Cl)cc(NC2=NCCS2)c1
    -9	2	-2	-4	0	-1	-4
COC(=O)C1=C(c2ccc(OC(F)(F)F)cc2)C[C@@H]2CC[C@H]1N2C(=O)NCCOc1ccc(OC)cc1
    -9	13	2	26*	8	.	8
CCOP(=O)(OCC)C(O)c1ccc(N(C)C)cc1 (stereo not given)
    49	-2	0	-1	-1	.	-2
CCN(CC)c1ccc(/C=C2\C(=O)NC(=O)N(Cc3ccco3)C2=O)cc1
    14	.	.	.	-13	.	-6
c1ccc2nc(OCCN3CC3)ccc2c1
    -6	-23	-6	-2	-6	-4	.
Cc1ccc(C(C)C)c(OCC(=O)N2CCN(Cc3nc4cc([N+](=O)[O-])ccc4n3C)CC2)c1
    -11	0	2	0	-14	-1	-10
O=C(CCCc1ccccc1)NCCc1cnc[nH]1
    4	-2	-4	0	-7	-2	-4
C[C@]12CCC3C(CC[C@H]4C[C@H](O)CC[C@]34C)C1[C@@H](O)C[C@@H]2O (stereo not given in full)
    -5	-6	-1	-4	18	-1	1

This is a subset; count on the stated rates, not on these rows.
